High-throughput results as filed in PubChem.
Hsp70 act = Hsp70 transcriptional activators, primary screen, cell-based, HeLa, Hsp70 promoter luciferase, luminescence, 10 µM | HeLa Hsp70 promoter luciferase reporter; scaled: vehicle 0, proteasome-inhibitor control 100% | activation, % at 10 µM | hit rate 0.04% among 200,000;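 active means activation above the mean across all tested compounds plus 3 SD, cutoff set per campaign, cut at about 5.5% in these data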;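 further: 100% = MG132 at 30 µM as the positive control and 0% = DMSO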
APP transl inh = inhibitors of APP translation via 5'UTR reporter, primary screen, APP 5'UTR luciferase, SH-SY5Y cells | inhibition, % at 2 µM | hit rate 0.82% among 190,000 | SH-SY5Y APP 5'UTR-luciferase reporter, luminescence;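 active means inhibition above a set limit, derived from the sample mean plus 3 SD, cut at about 45% in these data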; further: values of inactives mirror those of a sister screen read the other way
STAT1 activator = STAT1 signaling activators, primary screen, cell-based, HTS, luciferase reporter. NIH 3T3 STAT1-luciferase reporter, IFN-gamma, luminescence; 100% = IFN-gamma alone, no compound. activation (% of control), % at 5.5 µM. hit rate 2.6% among 200,000. AID 932, 2007;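 active means activation above the screen-wide mean activation plus 3 SD, cut at about 130% in these data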;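 further: raw ratio to IFN-gamma control signal so 100% means no change and 0% no light; values of inactives mirror those of a sister screen read the other way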
Diaphorase act = compounds boosting diaphorase resazurin reduction – biochemical, uHTS, resorufin fluorescence, counter-screen for diaphorase-coupled primary assays, primary screen; Diaphorase/resazurin coupled assay, 16 min; active compounds read high; 1 = vehicle wells, 0 = NADH-free wells; activation factor at 20 µM; hit rate 0.005% among 190,000; AID 1229, 2008;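 active means diaphorase activity raised at least twofold by the compound at 20 µM; inactive means activation factor below 2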
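System – purified diaphorase enzyme from Clostridium kluyveri · Input – enzyme 0.07 U/mL final · Also added – final NADH 0.114 mM, resazurin 0.1 mM · Measured by – fluorescence of resorufin, 544 nm excitation, 590 nm emission · Timing – 16 min enzyme reaction, ambient temperature · Measure – resorufin increase flagging diaphorase activators or reducers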
Diaphorase inh = diaphorase inhibitors and chemical oxidizers, primary screen, counter-screen for diaphorase-coupled primary assays, biochemical, uHTS, resorufin fluorescence; inhibition, % at 20 µM; diaphorase resazurin-to-resorufin fluorescence, NADH, 16 min; bacterial (C. kluyveri) enzyme, not human; hit rate 0.69% among 190,000;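 active means primary screen inhibition at 20 µM above a set limit, cut at about 50% in these data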;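 further: plate controls were DMSO with full reaction for no effect and wells lacking NADH for full effect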
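Detection: fluorescence of resorufin formed from resazurin, Ex 544/Em 590 nm; test system: Clostridium kluyveri diaphorase enzyme; amount: 0.14 U/mL diaphorase, enzyme working solution; times: 16-min room-temperature incubation before reading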
STAT1 blocker = STAT1 signaling inhibitors, primary screen, cell-based, HTS, luciferase reporter. hit rate 0.35% among 200,000. NIH 3T3 STAT1-luciferase reporter, IFN-gamma, luminescence. inhibition, % at 5.5 µM;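 active means inhibition above a set limit, the mean inhibition across all tested compounds plus 3 SD, cut at about 34% in these data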;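 further: 0% = IFN-gamma with DMSO and 100% = IFN-gamma with 300 µM nifuroxazide; values of inactives mirror those of a sister screen read the other way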
TLR4-MyD88 BLA = inhibitors of TLR4-MyD88 association in cells, primary screen, cell-based, HeLa CL3-4, BLA complementation, FRET ratio; Toll-like receptor 4 (Homo sapiens) + Myeloid differentiation primary response protein …; HeLa CL3-4 TLR4/MyD88 BLA complementation; inhibition, % at 8.4 µM; hit rate 0.18% among 200,000; in the data active means inhibition above about 25%;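 further: 0% = vehicle and 100% = reference inhibitor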
Target sequence (O00206 whole entry, looked up): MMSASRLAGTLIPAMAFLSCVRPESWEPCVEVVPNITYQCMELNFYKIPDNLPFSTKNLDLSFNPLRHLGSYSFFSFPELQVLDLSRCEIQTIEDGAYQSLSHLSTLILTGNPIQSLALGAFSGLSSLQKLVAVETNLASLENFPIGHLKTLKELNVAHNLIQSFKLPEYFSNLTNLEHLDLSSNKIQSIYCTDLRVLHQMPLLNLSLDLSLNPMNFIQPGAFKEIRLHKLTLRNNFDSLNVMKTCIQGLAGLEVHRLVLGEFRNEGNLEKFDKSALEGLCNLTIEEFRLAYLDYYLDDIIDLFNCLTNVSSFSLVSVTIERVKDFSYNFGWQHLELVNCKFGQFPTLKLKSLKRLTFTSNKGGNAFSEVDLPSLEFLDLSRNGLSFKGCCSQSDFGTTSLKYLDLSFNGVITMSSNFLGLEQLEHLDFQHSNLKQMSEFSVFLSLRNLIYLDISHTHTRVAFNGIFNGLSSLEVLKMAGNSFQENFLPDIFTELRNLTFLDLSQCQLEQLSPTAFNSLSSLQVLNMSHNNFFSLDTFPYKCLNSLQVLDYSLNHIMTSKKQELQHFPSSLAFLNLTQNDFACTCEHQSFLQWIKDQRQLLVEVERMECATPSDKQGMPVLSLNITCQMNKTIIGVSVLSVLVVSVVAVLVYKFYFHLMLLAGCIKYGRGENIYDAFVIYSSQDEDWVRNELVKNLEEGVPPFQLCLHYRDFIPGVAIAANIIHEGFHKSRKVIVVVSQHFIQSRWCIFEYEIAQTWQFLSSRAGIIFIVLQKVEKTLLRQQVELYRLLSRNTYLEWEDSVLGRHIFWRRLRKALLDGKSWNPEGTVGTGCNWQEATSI
Target sequence (Q99836 whole entry, looked up): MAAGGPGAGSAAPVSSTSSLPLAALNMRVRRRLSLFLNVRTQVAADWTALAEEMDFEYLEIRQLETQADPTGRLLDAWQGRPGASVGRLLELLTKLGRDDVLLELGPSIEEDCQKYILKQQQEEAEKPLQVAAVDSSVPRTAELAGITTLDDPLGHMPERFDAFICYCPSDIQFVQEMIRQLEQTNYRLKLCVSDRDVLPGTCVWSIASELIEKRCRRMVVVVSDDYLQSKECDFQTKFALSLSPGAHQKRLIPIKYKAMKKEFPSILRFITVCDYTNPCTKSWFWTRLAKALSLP
G6PDH counter = L. mesenteroides G6PDH inhibitors, counter-screen for G6PDH-coupled screening assays, biochemical, Leuconostoc mesenteroides enzyme | Purified L. mesenteroides G6PDH, diaphorase/resazurin coupled fluorescence, 45 min | inhibition, % at 5 µM | hit rate 0.12% among 200,000 | AID 1020, 2008 | glucose-6-phosphate dehydrogenase [Leuconostoc mesenteroides]; in the data active means inhibition above about 50%
STAT3 blocker = IL-6 driven STAT3 reporter inhibitors, primary screen, U3A cells, luciferase, luminescence, MLSCN library. IL-6 STAT3-luciferase reporter; host cell line lacks STAT1. inhibition, % at 5.5 µM. hit rate 0.89% among 190,000;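 active means inhibition above the mean inhibition across all screened compounds plus 3 SD, cut at about 44% in these data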;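 further: 0% = DMSO only wells and 100% = 100 µM nifuroxazide control wells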
STAT3 act = IL-6 driven STAT3 reporter potentiators, primary screen, U3A cells, luciferase, luminescence, MLSCN library; IL-6 STAT3-luciferase reporter; 100% = signal with IL-6 EC80 alone; activation (% of control), % at 5.6 µM; hit rate 0.91% among 190,000;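 active means activation above the screen-wide mean of compound activation plus 3 SD, cut at about 130% in these data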;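 further: 0% = background luminescence of wells with medium and substrate only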
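system = STAT3-luciferase reporter U3A cells | reagent = IL-6 stimulus at 33 ng/mL final | timing = 1 h compound pre-exposure, 6 h IL-6 stimulation, 37 °C | measured by = luminescence | evaluation = % activation versus median of IL-6-stimulated wells | control set = IL-6-only wells as 100% reference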
An asterisk follows results filed as active; · = not tested or not shown. Rows were taken by chance. Share with any hit: about 6.1%.

SMILES	Hsp70 act	APP transl inh	STAT1 activator	Diaphorase act	Diaphorase inh	STAT1 blocker	TLR4-MyD88 BLA	G6PDH counter	STAT3 blocker	STAT3 act
CCOC(=O)COc1cccc2c(=O)n(CC(=O)N3CCc4ccccc43)ccc12	-0.1	-9	99	0.8	17	1	-5	-32	6	103
CN(C)/C=N/c1nc2nccc(-c3cccnc3)n2n1	-0.2	-3	107	1	-2	-8	7	2	-3	104
O=S(=O)(NCc1ccccn1)c1ccc(Br)s1	-0.2	-5	100	0.9	6	0	0	1	15	94
O=C(NCC1CCCO1)/C(=C\c1ccccc1)NC(=O)c1ccccc1 (configuration not stated)	-0.1	14	99	1	0	0	6	4	-1	105
COC(=O)C1=C(NC(=O)c2cccs2)CCS1	0.2	9	99	0.9	9	1	-6	8	12	94
Cc1c(NC(=O)/C=C/c2ccc(S(=O)(=O)N3CCOCC3)cc2)c(=O)n(-c2ccccc2)n1C	-0.2	-24	98	0.9	10	1	7	-3	3	99
COC1CCCCC1Nc1cccc(SC)c1 (configuration not stated)	-0.2	-1	104	0.8	21	-4	-3	-11	3	100
O=C(O/N=C(/c1ccccc1)c1ccncc1)c1cccc(F)c1	-0.4	-31	97	0.9	8	2	2	3	-6	106
CC(=O)N(c1cccc(C)c1)S(=O)(=O)c1ccc(Cl)cc1	-0.5	-4	93	0.8	18	6	-7	-2	0	101
O=C(CCCc1ccccc1)NCc1cccnc1	-0.1	-4	102	0.9	10	-1	-13	9	2	104
Cc1ccc(NC(=O)C2C3/C=C\CCCCC32)cc1 (configuration not stated)	-0.2	-44	117	1	1	-19	2	-8	-4	109
Cc1nc(N2CCCC2)c2nnn(Cc3ccccc3Cl)c2n1	-0.3	3	97	0.8	18	1	-9	6	12	93
CC(C)OCCCNC(=O)c1ccncc1	-0.1	5	99	1.2	-15	3	-3	13	16	90
O=C(c1cccs1)N1CCN=C1SCc1ccccc1	-0.2	-4	97	0.9	9	4	15	-15	24	81
COc1ccc(Cl)cc1-c1nc(-c2ccc(Br)o2)no1	-0.4	5	103	1	4	-3	8	1	-86	174*
CS(=O)(=O)N(CC(=O)Nc1ccccc1Sc1ccccc1)C1CCCCC1	-0.5	-2	95	0.9	13	6	-12	14	-6	105
COc1ccccc1Nc1nc(N)nc(CN2CC(C)CC(C)C2)n1 (configuration not stated)	0.0	6	94	1	0	5	-7	3	5	101
CCOc1ccc(N(Cc2ccc(OC)cc2)C(=O)c2ccco2)cc1	-0.2	-13	100	0.8	21	1	16	6	-2	106
Cc1cc(C(=O)NC(C)C)on1	0.8	16	99	0.9	12	1	6	2	11	94
N/C(=N\OS(=O)(=O)c1ccccc1)c1ccncc1	0.4	11	102	0.9	5	-2	-2	3	0	104
O=C(O)Cn1cc2c(n1)CCCC2	0.0	-8	109	1	-2	-9	-1	1	2	101
COC(=O)C(NC(C)=O)(Nc1nc(C)cs1)C(F)(F)F (configuration not stated)	-0.2	-8	101	0.9	10	-1	0	2	8	100
O=C(Nc1cccc2cccnc12)c1cccc(N2C(=O)CCC2=O)c1	0.2	-9	101	0.9	14	-2	-7	12	12	94
COc1cc(=O)n2c(n1)SCCC2	-0.3	17	94	0.9	7	7	-7	-2	0	103
Cc1ccc(/C=N/n2c(-c3ccncc3)n[nH]c2=S)cc1	-0.1	-1	108	0.4	60*	-9	-3	5	5	98
More compounds:
SMILES	Hsp70 act	APP transl inh	STAT1 activator	Diaphorase act	Diaphorase inh	STAT1 blocker	TLR4-MyD88 BLA	G6PDH counter	STAT3 blocker	STAT3 act
CCC(CC)C(=O)Nc1cc(C(=O)NCCc2ccccc2)ccc1Cl	0.2	-12	100	0.9	11	0	14	9	6	102
Cc1ccc(Cl)cc1N=C(N)N=C(N)N	-0.2	-15	82	1	4	17	10	2	10	96
C=CCOC(=O)C1=C[C@H](c2cn(C(C)=O)c3ccccc23)C[C@H](OCCCCO)O1	-0.3	-1	74	0.6	38	29	-11	10	·	·
O=C(NCc1ccccn1)c1ccc(Cn2cc(Br)cn2)o1	-0.3	-19	100	0.9	8	0	9	-5	-3	105
CCCCn1nnnc1NCc1ccc(OC)c(OC)c1	-0.5	1	109	1	4	-10	-1	18	11	93
CC(SCC(=O)NC12CC3CC(CC(C3)C1)C2)C(=O)O (configuration not stated)	-0.5	9	95	0.9	8	6	-3	8	8	95
COc1ccc(C(=O)NCc2nc3ccccc3[nH]2)cc1OC	-0.2	5	104	0.8	15	-5	4	17	12	94
CCCCCCCCOC(=O)C1=C(C)Nc2nnnn2C1c1cccs1 (configuration not stated)	-0.1	13	101	0.7	29	-1	-10	-4	7	100
O=C(NCCN1CCN(c2cccc(Cl)c2)CC1)C1CCCN(S(=O)(=O)c2cnc[nH]2)C1 (configuration not stated)	-0.3	7	100	0.9	11	0	-6	-5	18	90
CC(=O)c1ccc(NC(=O)CCn2c(=O)oc3ccccc32)cc1	-0.1	29	106	0.9	13	-7	-1	0	6	99
CN1CC=C2C(C#N)=C(N)C(C#N)(C#N)[C@H](c3cccc(Cl)c3)C2C1 (some centres not stated)	-0.2	-1	102	0.7	31	-3	5	13	5	97
CC(C)C(=O)NC(C)C(c1cccs1)N1CCN(C)CC1 (configuration not stated)	-0.2	3	98	1.1	-6	2	4	5	10	94
Cc1ccccc1-c1nc(CS(=O)CC(=O)NCCCN(C)c2ccccc2)c(C)o1 (configuration not stated)	0.3	33	103	0.8	17	-4	-3	-3	-5	109
Cc1ccc(C)c2[nH]c(=O)c(CN(Cc3ccco3)C(=S)NCC3CCCO3)cc12 (configuration not stated)	0.1	4	97	0.6	37	2	2	8	1	100
COC(=O)c1ccc(/C=N/OCC(=O)NC2CCCCCCC2)cc1	-0.1	-5	101	0.8	22	-1	-1	-3	4	99
O=C(CN1C(=O)COc2ccccc21)N1CCc2ccccc2C1	-0.2	-7	97	0.9	6	3	7	5	-4	106
COCCCNC(=O)COc1ccc(S(=O)(=O)Nc2ccccc2)cc1	0.1	-19	95	0.9	11	5	2	4	10	95
COc1ccc(OC)c(-n2cnc3cc(C(=O)O)ccc32)c1	-0.2	1	106	0.9	10	-6	-15	6	-3	105
O=S1(=O)NC2CCCCCN2c2ccc(F)cc21 (configuration not stated)	0.0	9	104	0.9	7	-4	-12	1	0	104
COc1ccc(CC(=O)OCC(=O)NCc2ccccc2Cl)cc1OC	-0.1	22	105	0.9	6	-4	-10	4	3	102
COc1cccc(C2=NOC(C(=O)NCCCn3ccnc3)C2)c1 (configuration not stated)	0.1	-13	97	1	0	4	4	13	1	100
CCOC(=O)C(Cc1ccccc1)C(=O)Nc1nccs1 (configuration not stated)	-0.5	-3	100	0.9	12	0	5	0	-1	105
COc1ccccc1/C=C(/C(=O)OCC(=O)Nc1cc(C)ccc1C)c1ccccc1	-0.1	0	101	0.9	9	-1	-2	-22	-7	109
OCCCNc1c2c(nc3cc(-c4ccc(Cl)cc4)nn13)CCC2	-0.1	-26	109	0.7	33	-9	21	6	20	88
COc1cccc(/C=N/NC(=O)c2c(-c3ccccc3)noc2C)c1O	-0.2	24	95	0.8	20	6	6	3	20	90

A different layout for five compounds above:
compound,Hsp70 act,APP transl inh,STAT1 activator,Diaphorase act,Diaphorase inh,STAT1 blocker,TLR4-MyD88 BLA,G6PDH counter,STAT3 blocker,STAT3 act
COc1ccc(Cl)cc1-c1nc(-c2ccc(Br)o2)no1,-0.4,5,103,1,4,-3,8,1,-86,174*
CS(=O)(=O)N(CC(=O)Nc1ccccc1Sc1ccccc1)C1CCCCC1,-0.5,-2,95,0.9,13,6,-12,14,-6,105
COc1ccccc1Nc1nc(N)nc(CN2CC(C)CC(C)C2)n1 (configuration not stated),0.0,6,94,1,0,5,-7,3,5,101
CCOc1ccc(N(Cc2ccc(OC)cc2)C(=O)c2ccco2)cc1,-0.2,-13,100,0.8,21,1,16,6,-2,106
Cc1cc(C(=O)NC(C)C)on1,0.8,16,99,0.9,12,1,6,2,11,94

Additional results follow.
SMILES	Hsp70 act	APP transl inh	STAT1 activator	Diaphorase act	Diaphorase inh	STAT1 blocker	TLR4-MyD88 BLA	G6PDH counter	STAT3 blocker	STAT3 act
O=C(Nc1nnc(C2CC2)s1)c1cc2c(s1)CCCCCC2	0.0	12	107	0.9	6	-8	3	5	-5	105
Cc1ccc(Nc2c3c(nc4ncnn24)CC(C)CC3)cc1 (configuration not stated)	-0.5	-8	97	0.9	13	3	1	1	-6	105
O=C(NCCCn1ccnc1)c1ccccc1NS(=O)(=O)c1ccc(F)c(F)c1	-0.3	13	104	1	-2	-4	9	6	3	102
CCOC(=O)C1CCN(C(=O)CN(Cc2ccc(Cl)cc2)S(C)(=O)=O)CC1	-0.3	0	95	0.9	13	5	-8	-12	7	98
c1ccc(-c2noc(-c3cccc4ccccc34)n2)cc1	1.8	-100	142*	0.8	15	-46	8	-32	-100	192*
O=C(Cc1sc(-c2ccccc2Cl)nc1-c1ccccc1)Nc1ccc(F)cc1	-0.2	·	95	1	-1	5	-1	3	18	90
Cc1cc(NC(=O)c2ccccc2Cl)no1	0.0	-47	123	0.9	12	-25	-14	-4	10	95
O=C(Cc1cccs1)NC1(C(=O)NC2CCCC2)CCCCC1	-0.3	-8	105	0.9	11	-5	7	4	-8	112
CC1CCN(C(=O)C2CCCN(S(C)(=O)=O)C2)CC1 (configuration not stated)	-0.3	-12	102	0.8	17	-3	-6	6	2	100
O=C(Nc1ccc2c(c1)OCO2)Nc1ccc2c(c1)OCO2	0.1	-136	141*	1	4	-47	-2	7	6	98
Cc1ccc(-n2cnc3c(sc4nccc(N(C)C)c43)c2=O)cc1	-0.4	6	100	0.8	16	1	10	2	14	93
COC(=O)C1=C(CSCc2ccco2)NC(=O)NC1c1cc(C)ccc1C (configuration not stated)	-0.4	-13	90	0.8	24	11	-14	-2	8	96
COc1cc2c(cc1OC)C(c1cccs1)CC(=O)N2 (configuration not stated)	-0.3	-5	106	0.9	14	-2	-1	-8	-1	101
CN1CCN(/N=C/c2nc(-c3ccccc3)n3ccccc23)CC1	-0.4	-12	101	0.9	8	1	-15	-6	-24	117
CCOC(=O)c1c(C)[nH]c(C(=O)OCC(=O)NC(C)C)c1C	-0.5	-10	113	1	5	-14	3	0	-6	104
